# Screens: PubChem, National Center for Advancing Translational Sciences (NCATS)
# BAZ2B inh – inhibitors of human BAZ2B bromodomain. AlphaScreen BAZ2B-H3K14Ac peptide displacement. AID 504333. Potency, µM (titrated, usually from 114 µM), for the others: at the highest dose activity change, negative = inhibition, most hits filed as inhibitors. Q9UIF8. 360,000 tested, 4.4% active; note: nearly all actives have a fitted effect of over 60% in size
#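 Protein-peptide AlphaScreen: BAZ2B 50 nM, b-H3K14Ac 50 nM, 1x PBS pH 7.4 + 0.01% Tween-20. Preincubation 30 min RT; cpd 30 min RT (top 110 uM); beads 20 min RT, light-protected.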
# G9a inh – G9a (human) methyltransferase inhibition | 350,000 tested, 8.8% active | G9a H3K9 monomethylation, AlphaScreen, 2 h | Q96KQ7 | Potency, µM (top dose mostly 102 µM), for the others: at the highest dose activity, negative = inhibition, usual class: inhibitors | AID 504332; note: nearly all actives have a fitted effect of over 75% in size
# Target sequence (Q96KQ7 913-1193 limits assumed): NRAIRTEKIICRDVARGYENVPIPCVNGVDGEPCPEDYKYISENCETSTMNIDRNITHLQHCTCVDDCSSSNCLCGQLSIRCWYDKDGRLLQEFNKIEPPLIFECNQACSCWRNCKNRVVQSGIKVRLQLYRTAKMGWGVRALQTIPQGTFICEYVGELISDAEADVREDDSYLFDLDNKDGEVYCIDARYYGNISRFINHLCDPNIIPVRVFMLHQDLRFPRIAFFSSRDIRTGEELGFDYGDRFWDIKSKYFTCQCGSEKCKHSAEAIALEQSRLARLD
#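 Enzyme 20 nM + cpd, 15 min RT; add b-H3K9 pep 500 nM / SAM 20 uM; 2 h RT; anti-H3K9me1 Ab 0.5 ug/mL + SA donor / anti-rabbit acceptor beads 20 ug/mL each, 10 min; AlphaScreen read.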
# BLM helicase inh – inhibitors of human Bloom syndrome helicase BLM | P54132 | recombinant BLM DNA unwinding, fluorescence dequenching | Potency, µM (highest dose often 56.1 µM), for inactives: at the highest dose activity change, negative = inhibition, usual class: inhibitors | 350,000 tested, 0.2% active | AID 2528;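 note: plate controls were vehicle for no effect and no enzyme for full effect; nearly all actives have a fitted effect of over 35% in size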
# Starred values were filed as active, the others as inactive; ? = inconclusive; & = joins results of further samples; [ ] = dose if it differs, or a comment. Calls come from the whole dose curve; as a rule, active = well fitted curve in the direction sought with a large enough effect; inconclusive = small, poorly fitted or top-dose-only effect, or another doubt; inactive = no such curve, though single readings can be large; an effect the other way counts as inactive or inconclusive. Unless noted, % is set by controls: 0 for no effect and ±100 for the full control effect; potency is the fitted concentration of half-maximal effect. Only part of the results is shown; the hit share may differ from the screen's.
# Sample of the layout (3 entries):
SMILES,BAZ2B inh,G9a inh,BLM helicase inh
COc1ccc(-c2cc(OC(=O)c3ccc(F)cc3)c3c(C)oc(C)c3c(=O)c2)cc1,50µM*,25µM*,-10%
CC(=O)c1cccc(NC(=O)Nc2cnn(Cc3ccc(F)cc3)c2)c1,31%[activator],-13%,-7%
CCCc1cc(=O)oc2cc(OCC(=O)OC)cc(OCC(=O)OC)c12,-6%,15%[59 µM],-7%

# Results, from the first entry:
SMILES,BAZ2B inh,G9a inh,BLM helicase inh
COc1ccc(-c2cc(OC(=O)c3ccc(F)cc3)c3c(C)oc(C)c3c(=O)c2)cc1,50µM*,25µM*,-10%
CC(=O)c1cccc(NC(=O)Nc2cnn(Cc3ccc(F)cc3)c2)c1,31%[activator],-13%,-7%
CCCc1cc(=O)oc2cc(OCC(=O)OC)cc(OCC(=O)OC)c12,-6%,15%[59 µM],-7%
O=C(COC(=O)c1ccncc1)Nc1cc(Cl)c(Cl)cc1Cl,?,63%[activator][59 µM],-1%
O=c1[nH]c(CN2CCN(Cc3ccc4c(c3)OCO4)CC2)nc2sc3c(c12)CCC3,-4%,?,2%
CC1CCCC(NC(=O)c2cn(C)c3ccc(S(=O)(=O)N4CCCC4)cc3c2=O)C1C (configuration not stated),-1%,8%[12.7 µM],-2%
CCOC(=O)C(C)c1c(C(=O)c2ccc(C)nc2)c2ccccc2n1C (configuration not stated),-3%,5%,-4%
N#Cc1ccc(-c2nc3cc(C#N)c(C#N)cc3nc2-c2ccccc2)cc1C#N,-27%,3%[59 µM],2%
Cc1noc(C)c1CSc1ncnc2sc3c(c12)CCC(C)C3 (configuration not stated),-3%,9%,-5%
Cc1ccc(S(=O)(=O)Cc2ccc(C(=O)N3CCN(Cc4ccccc4)CC3)o2)cc1,50µM*,45µM*,-26%
C/C(=N/NC(=O)C(=O)N/N=C(/C)c1ccccc1)c1ccccc1,-6%,14%,2%
S=c1[nH]nc(-c2ccco2)n1/N=C/c1ccccn1,50µM*,-120%,-4%
NC(=S)Nc1nc2ccccc2[nH]c1=O,?,7.9µM*,-10%
CCc1ccc(S(=O)(=O)/N=C2\C=CC(=O)c3ccccc32)cc1,35µM*,14µM*,-27%
COc1ccc(C(=O)N2CCc3cc(OC)c(OC)cc3C2c2cccc([N+](=O)[O-])c2)cc1 (configuration not stated),?,?,1%
CC(O)c1cccc(NC(=O)Cc2cccc3ccccc23)c1 (configuration not stated),-1%,-4%[0.501 µM],-4%
CC[C@@H]1C=C(C)C[C@H](C)C[C@H](OC)[C@H]2O[C@@](O)(C(=O)C(=O)N3CCCC[C@H]3C(=O)O[C@H](/C(C)=C/[C@@H]3CC[C@@H](O)[C@H](OC)C3)[C@H](C)[C@@H](O)CC1=O)[C@H](C)C[C@@H]2OC,-6%,?,-3%
NS(=O)(=O)c1ccc(NC(=S)N2CCN(S(=O)(=O)c3ccc(F)cc3)CC2)cc1,-31%,-48%[59 µM],4%
CC(C)CCn1c(=O)c2ccccc2n2c(COC(=O)c3ccc(S(=O)(=O)N(C)C)cc3)nnc12,6%,12%[59 µM],0%
O=C(NC1CCCCC1)OCCN1CCN(Cc2ccccc2)CCC1=O,-2%,-10%,0%
Cc1cc(NC(=O)CN2CC3CC(C2)c2cccc(=O)n2C3)nc2c1c(=O)oc1ccccc12 (configuration not stated),?,35µM*,-24%
COc1ccc(N=c2oc3ccccc3cc2C(=O)Nc2ccccn2)cc1OC,21%,30%[12.7 µM],-3%
Cn1c(=O)oc2cc(S(=O)(=O)N3CCCC(C(=O)N4CC=C(c5ccccc5)CC4)C3)ccc21 (configuration not stated),6%,50µM*,-2%
CC(C)N(C(=S)NC1CCCCC1)c1ccccc1,-3%,39%[activator],-7%
CC1=NNC(=O)C1C(c1ccccc1)C1C(=O)NN=C1C (configuration not stated),-11%,?,-1%
CCCCN1CN(S(=O)(=O)c2cccs2)c2nc3ccccc3nc21,9%,?,-9%
COc1ccc2c(c1O)C(=O)c1ccccc1C2=O,-24%,9%[12.7 µM],0%
CCOC(=O)c1cn(-c2nc(-c3ccc(Cl)cc3)cs2)c2c(F)c(N3CC(C)OC(C)C3)c(F)cc2c1=O (configuration not stated),5%,24%,-2%
COC(=O)[C@H](Cc1ccccc1)NC(=O)O[C@@H]1C(=O)c2cc(OC)ccc2O[C@H]1c1ccc(OC)c(Br)c1,-13%,?,-2%&-9%
O=C(O)C1C2C=CC(O2)C1C(=O)Nc1ccc2c(c1)OCCO2 (configuration not stated),3%,?,-5%
CC(c1ccccc1)C(Cc1nc2ccccc2[nH]1)c1nc2ccccc2[nH]1 (configuration not stated),-25%,?,-5%
Cc1nc(NC2=NCN(CCc3ccccc3)CN2)nc2ccccc12,12%,-2%[12.7 µM],2%
CC(C)CCNC(=O)c1ccc(Cl)c(NC(=O)Cc2ccccc2)c1,4%,4%[59 µM],4%
Cn1c(SCn2nnc3ccccc3c2=O)nc2ccccc2c1=O,-7%,50µM*,0%
CC(=O)N1CCc2ccc(C(=O)CN3CCN(c4cccc(C)c4C)CC3)cc21,-9%,?,0%
COC(=O)[C@@]1(Cc2ccc(F)cc2)[C@H]2c3cc(C(=O)N4CCCC4)n(CCc4ccc(O)c(O)c4)c3C[C@H]2CN1C(=O)c1ccccc1,40µM*,7.1µM*,0%&-5%
CC(=O)NC1C(=O)SC1(C)C (configuration not stated),-10%,28µM*,4%
COc1ccc([C@]23Cc4cc(C#N)ccc4C(O2)c2c(cc(C)n(-c4ccccc4)c2=O)O3)cc1,-9%[22.9 µM],26%[2.33 µM],-8%[12.4 µM]
CCC(C)n1c(-c2cc(OC)c(OC)c(OC)c2)nc2nc3ccccc3nc21 (configuration not stated),8%,-1%,-6%
NC(=O)CC[C@@H]1NC(=O)C(Cc2ccc(O)cc2)NC(=O)c2cc([N+](=O)[O-])cc(F)c2NCCC[C@@H](C(N)=O)NC1=O (some centres not stated),?,50µM*,-1%
O=C(COC(=O)c1ccc[n+]([O-])c1)Nc1c(Br)cc([N+](=O)[O-])cc1Br,?,?,-8%
Cc1cccn2c(=O)c(C=NCCO)c(Nc3ccc(Cl)cc3)nc12,-5%,-7%,-4%
COc1ccc(CCN(Cc2cc3cc4c(cc3[nH]c2=O)OCO4)C(C)=O)cc1OC,5%,-4%[59 µM],0%
Cc1cccc(N2CCN(C(=O)c3ccc4c(c3)NC(=O)C(CSCc3cccc(F)c3)N4)CC2)c1C (configuration not stated),?,10µM*,-8%
Cn1c(=O)c2cnc(N3CCOCC3)nc2n(C)c1=O,0%,-9%,2%
COc1cc(/C=C2/C(=O)N(c3ccc(Br)cc3)N=C2C)cc([N+](=O)[O-])c1O,-33%,79µM*,-2%
Cc1ccccc1Nc1nc(-c2sc(NC(=O)c3ccc([N+](=O)[O-])cc3)nc2C)cs1,45µM*,25µM*,-4%
Cc1ccc(/C=C/C2=Cc3c(sc(NC(=O)CSc4n[nH]c(N)n4)c3C#N)C(C)(C)C2)o1,?,8.9µM*,?

# Ordered by heavy-atom count (rising): some entries from above
SMILES,BAZ2B inh,G9a inh,BLM helicase inh
CC(=O)NC1C(=O)SC1(C)C (configuration not stated),-10%,28µM*,4%
Cn1c(=O)c2cnc(N3CCOCC3)nc2n(C)c1=O,0%,-9%,2%
O=C(O)C1C2C=CC(O2)C1C(=O)Nc1ccc2c(c1)OCCO2 (configuration not stated),3%,?,-5%
CC(C)CCNC(=O)c1ccc(Cl)c(NC(=O)Cc2ccccc2)c1,4%,4%[59 µM],4%
Cc1nc(NC2=NCN(CCc3ccccc3)CN2)nc2ccccc12,12%,-2%[12.7 µM],2%
COc1cc(/C=C2/C(=O)N(c3ccc(Br)cc3)N=C2C)cc([N+](=O)[O-])c1O,-33%,79µM*,-2%
CC(c1ccccc1)C(Cc1nc2ccccc2[nH]1)c1nc2ccccc2[nH]1 (configuration not stated),-25%,?,-5%
CCC(C)n1c(-c2cc(OC)c(OC)c(OC)c2)nc2nc3ccccc3nc21 (configuration not stated),8%,-1%,-6%
COc1ccc(CCN(Cc2cc3cc4c(cc3[nH]c2=O)OCO4)C(C)=O)cc1OC,5%,-4%[59 µM],0%
Cc1ccc(/C=C/C2=Cc3c(sc(NC(=O)CSc4n[nH]c(N)n4)c3C#N)C(C)(C)C2)o1,?,8.9µM*,?
COc1ccc([C@]23Cc4cc(C#N)ccc4C(O2)c2c(cc(C)n(-c4ccccc4)c2=O)O3)cc1,-9%[22.9 µM],26%[2.33 µM],-8%[12.4 µM]
Cc1cccc(N2CCN(C(=O)c3ccc4c(c3)NC(=O)C(CSCc3cccc(F)c3)N4)CC2)c1C (configuration not stated),?,10µM*,-8%
NC(=O)CC[C@@H]1NC(=O)C(Cc2ccc(O)cc2)NC(=O)c2cc([N+](=O)[O-])cc(F)c2NCCC[C@@H](C(N)=O)NC1=O (some centres not stated),?,50µM*,-1%
COC(=O)[C@@]1(Cc2ccc(F)cc2)[C@H]2c3cc(C(=O)N4CCCC4)n(CCc4ccc(O)c(O)c4)c3C[C@H]2CN1C(=O)c1ccccc1,40µM*,7.1µM*,0%&-5%

# Later entries:
SMILES,BAZ2B inh,G9a inh,BLM helicase inh
Clc1ccc(-c2nnc3sc(-c4ccco4)nn23)c(Cl)c1,3%,-27%[12.7 µM],-2%
Cc1ccc(S(=O)(=O)N2CCC(C(=O)N[C@@H](C)C(=O)NC3CCS(=O)(=O)C3)CC2)cc1 (some centres not stated),-15%,?,-6%
O=C(N1CCCC1)N1CCN(c2ncnc3c(-c4ccc(Cl)cc4)nsc23)CC1,19%,2%,-2%
CSc1ncccc1C(=O)OCc1ccc(COC(=O)c2cccnc2SC)cc1,2%,10%[59 µM],-1%
CC(C)(C)OC(=O)CN1C(=O)S/C(=C\c2ccc(-c3cccc(C(=O)O)c3)o2)C1=O,?,56µM*,0%
CCn1c(SCC(=O)N=Nc2c(O)[nH]c3ccccc23)nnc1-c1ccc(C(C)(C)C)cc1,4%,11%[59 µM],-1%
COc1ccc(OC)c(NS(=O)(=O)Cc2ccccc2)c1,?,35µM*,-7%
CCOC(=O)c1sc(NC(=O)C2CCCO2)c(C(=O)OCC)c1C (configuration not stated),56µM*,-32%[12.7 µM],-2%
O=C(Nc1ccc(Oc2ccccc2)nc1)C1CCCCN1Cc1ccc(O)cc1 (configuration not stated),-18%,-14%,-3%
CCc1ccc(-c2cc(C(=O)NCCCn3ccnc3)c3ccccc3n2)s1,-25%,25%,-5%
O=C(Nc1ccccc1)N1CC=C(c2ccccc2)CC1,8%,-42%[12.7 µM],-4%
CN(C)CCN1C(=O)C(O)=C(C(=O)c2cc3ccccc3o2)C1c1ccccn1 (configuration not stated),12%,?,3%
Clc1cc(Cl)cc(C2=NCCC(c3ccccc3)O2)c1 (configuration not stated),60%[activator],55%[activator],0%
CCOC(=O)N1CCN(C(=O)c2c(N)no[n+]2[O-])CC1,-30%,?,0%
CCOC(=O)c1c(/N=C/c2ccc(O)cc2O)sc2c1CCC2,?,-10%[59 µM],-2%
Cc1ccc(C2C(C#N)=C(N)Oc3c2sc2ccccc32)o1 (configuration not stated),?,16µM*,-16%
COC(=O)c1c(N2C(=O)[C@H]3[C@@H](C2=O)[C@]2(C(=O)Nc4ccc(C)cc42)N2CCC[C@@H]32)sc(C)c1C,-32%,-15%[59 µM],2%
CN1C(=O)c2oc3ccc(Br)cc3c(=O)c2C1c1ccncc1 (configuration not stated),4%,16µM*,-2%
Cc1ccc(C)n1-c1cccc(N)c1,-22%,?,0%
CCOC(=O)c1sc(NC(=O)CSc2nc3ccccc3s2)c(C(=O)OCC)c1C,4%,-7%[59 µM],-3%
COCCN(Cc1cc2cc3c(cc2[nH]c1=O)OCO3)C(=O)c1cccs1,0%,-1%[59 µM],-2%
COc1ccc(-c2csc(/C(C#N)=C\c3cccc([N+](=O)[O-])c3)n2)cc1,-1%,8%,-1%
C#CCOCCOCCOCCNc1nc(N2CCN(C(=O)C(Cc3ccc(O)cc3)n3cc(C(N)CC(C)C)nn3)CC2)nc(N2CCN(C(=O)C(Cc3cc4ccccc4[nH]3)n3cc(C(N)C(C)CC)nn3)CC2)n1 (configuration not stated),50µM*,?,-1%
COc1ccc(CCNc2cc(N3CCN(C(=O)c4ccc(C)cc4)CC3)ccc2[N+](=O)[O-])cc1OC,-38%,-14%[59 µM],-4%
CC(CCc1ccccc1)NC(=O)/C=C/c1ccc(F)cc1 (configuration not stated),-2%,43%[59 µM],-13%
CCc1cc2cc3c(cc2nc1SCC(=O)Nc1cc(OC)c(OC)cc1C(=O)O)OCO3,-39%,?,-9%
